Screens deposited in PubChem by several laboratories.
TRPML3 agonist: human mucolipin-3 channel agonism; HEK293 TRPML3-YFP, Fluo-8 calcium fluorescence; 100% = the carbachol control signal; activation, % at 3 µM; 220,000 tested, 0.29% active; Q8TDD5;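 active = activation above its plate's cutoff, the mean activation of the plate's test wells plus 3 SD, cut at about 12% in these data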;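 also: 0% = DMSO only wells and 100% = carbachol wells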
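Test system – HEK293 line with stable expression of human TRPML3-YFP channel · Control set – carbachol 87 µM final as high control (100%), DMSO as low control (0%) · Signal – Fluo-8 calcium dye fluorescence, ex 470-495, em 515-575 nm · Incubation – 1-h 37 °C dye load, 5-s basal, 120-s post-compound reads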
Furin inhibitor: human furin inhibition. purified furin, fluorogenic substrate cleavage. AID 463115. inhibition, % at 30 µM. 220,000 tested, 0.061% active. P09958; in the data active = inhibition above about 25%; also: inactives centre near -15
Calpain2 inh: calpain II (pig) inhibition | purified calpain II, fluorogenic peptide substrate, 30 min | inhibition, % at 16 µM | 220,000 tested, 0.37% active;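 active = inhibition above about 50%, limit read from the data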
zfTRPN1 agonist: agonists of zebrafish TRPN1 channel. HEK293 zebrafish TRPN1-YFP, Fluo-8 calcium fluorescence; 100% = response to 87 µM carbachol. AID 1424. activation, % at 3 µM. 220,000 tested, 0.18% active;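 active = activation above its plate's cutoff, the mean activation of test wells on that plate plus 3 SD, cut at about 19% in these data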;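 also: 0% = DMSO alone and 100% = 87 µM carbachol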
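System: zebrafish TRPN1-YFP in HEK293 cells / Dosing: 3 µM single point / Timing: dye loading 1 h at 37 °C, then 30 min room temperature / Signal: Fluo-8 calcium fluorescence, excitation 470-495 nm, emission 515-575 nm / Read-out basis: percent activation from peak over basal fluorescence ratio, control-normalized / Control set: high carbachol 87 µM, low DMSO alone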
Thrombin inh: blocks human thrombin protease activity; alpha-thrombin, Boc-VPR-AMC fluorogenic substrate cleavage; inhibition, % at 5 µM; 220,000 tested, 0.26% active;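 active = inhibition at or above 40%; inactive = inhibition below 40%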;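 also: 0% = enzyme with no compound and 100% = wells without enzyme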
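Test system: human alpha-thrombin; medium: pH 7.5 Tris-saline with Tween 20; times: reaction at room temperature; signal: AMC fluorescence at 355 nm excitation and 460 nm emission; also added: Boc-VPR-AMC substrate, 15 µM final; dosing: one concentration per compound, 5 µM, with 0.2% DMSO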
EBV gp42 block: inhibitors of Epstein-Barr virus glycoprotein 42 | Q1HVG2 | 220,000 tested, 0.42% active | Fluorescence polarization binding assay, mP read-out | inhibition, % (tested at 21.74 µM); in the data active = inhibition above about 50%
KCC2 mod: modulators of human KCC2 chloride dependent transport | B-score of Tl+ flux slope (higher = more flux/activation; lower = inhibition) at 10 µM | KCC2 cells, thallium flux FluoZin-2 fluorescence | AID 1456 | Q9H2X9 | 190,000 tested, 2.2% active;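 active = thallium flux slope and its plate-corrected score both differing from the plate sample mean at a set confidence after two filtering rounds, in either direction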;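 also: slope of fluorescence scaled to starting intensity during 10 to 20 s after thallium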
Target sequence (Q9H2X9 whole entry, looked up): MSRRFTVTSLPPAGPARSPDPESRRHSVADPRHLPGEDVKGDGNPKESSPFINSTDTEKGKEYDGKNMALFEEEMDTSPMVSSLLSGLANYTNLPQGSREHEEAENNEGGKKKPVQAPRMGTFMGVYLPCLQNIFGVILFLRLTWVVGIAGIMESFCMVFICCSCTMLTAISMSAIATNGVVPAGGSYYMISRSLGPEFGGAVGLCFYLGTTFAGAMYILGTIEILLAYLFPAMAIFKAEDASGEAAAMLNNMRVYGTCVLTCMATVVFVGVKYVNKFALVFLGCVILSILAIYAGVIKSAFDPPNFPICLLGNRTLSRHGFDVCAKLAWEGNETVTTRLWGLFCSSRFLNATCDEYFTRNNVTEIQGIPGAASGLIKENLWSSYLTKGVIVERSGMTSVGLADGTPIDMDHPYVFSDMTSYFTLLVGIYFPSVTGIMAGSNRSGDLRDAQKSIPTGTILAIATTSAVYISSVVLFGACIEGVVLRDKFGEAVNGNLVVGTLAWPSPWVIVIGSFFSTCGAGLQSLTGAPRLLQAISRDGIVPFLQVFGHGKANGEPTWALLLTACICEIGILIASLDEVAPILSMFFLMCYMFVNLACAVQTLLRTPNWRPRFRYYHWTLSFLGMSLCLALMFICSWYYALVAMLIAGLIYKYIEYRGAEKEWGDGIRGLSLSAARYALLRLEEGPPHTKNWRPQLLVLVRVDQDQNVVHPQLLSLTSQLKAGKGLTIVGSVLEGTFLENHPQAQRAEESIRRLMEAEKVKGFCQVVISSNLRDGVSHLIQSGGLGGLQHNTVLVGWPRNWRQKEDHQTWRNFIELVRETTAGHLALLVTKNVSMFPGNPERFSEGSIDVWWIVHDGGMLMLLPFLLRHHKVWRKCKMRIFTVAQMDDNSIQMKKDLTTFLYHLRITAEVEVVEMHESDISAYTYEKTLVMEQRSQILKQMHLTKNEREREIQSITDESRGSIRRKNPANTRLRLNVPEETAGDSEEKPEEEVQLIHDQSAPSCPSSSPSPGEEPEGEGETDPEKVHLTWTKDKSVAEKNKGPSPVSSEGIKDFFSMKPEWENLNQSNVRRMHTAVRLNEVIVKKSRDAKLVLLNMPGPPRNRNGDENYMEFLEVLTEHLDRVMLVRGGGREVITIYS
TbHK1 inh: blocks Trypanosoma brucei hexokinase 1 activity. AID 1430. inhibition, % at 10 µM. 220,000 tested, 0.11% active. recombinant TbHK1, G6PDH-coupled NADH A340;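 active = inhibition of 50% or more in the single-dose primary screen; inactive = inhibition below 50%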
PPC-1+TRAIL kill: kills PPC-1 cancer cells in the presence of TRAIL; PPC-1 cells + TRAIL, ATPLite viability luminescence; cell killing (% activity), % at 4 µM; 220,000 tested, 0.41% active;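 active = cell killing above 50% in the first pass at 4 µM, then a duplicate retest at 5 µM averaging 50% or more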;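 also: plate controls were cells with TRAIL plus DMSO for no effect and medium-only wells lacking cells for full effect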
* hit, by the source's call; i = inactive; . = no result given; [ ] = dose if it differs, or a comment. Compounds were not picked by outcome; about 3.6% have a hit in one of these screens.

SMILES	TRPML3 agonist	Furin inhibitor	Calpain2 inh	zfTRPN1 agonist	Thrombin inh	EBV gp42 block	KCC2 mod	TbHK1 inh	PPC-1+TRAIL kill
OC1(c2cccs2)CN(c2ccc(Br)cc2)C2=[N+]1CCCS2 (centres undefined)	1.6	-27	5	-0.7	2	5	-0.57	-2	-62
O=C(c1cc2c(s1)CCCC2)N1CCN(Cc2ccc3c(c2)OCO3)CC1	-1.1	-12	5	-0.4	3	-10	-1.9	0	-1
CC(=O)Oc1ccc(-c2ccc(C(=O)Nc3cccc(S(=O)(=O)N4CCOCC4)c3)cc2)cc1	2.9	-26	-59	7.9	0	3	0.87	-4	10
Nc1cccc(S(=O)(=O)c2ccc(N)c(N)c2)c1	-0.4	-16	-27	1.1	-11	-2	-0.05	-6	6
Cc1nn2c(c1-c1ccccc1)NC1=C(C(=O)CCC1)C2c1ccccc1 (centres undefined)	-0.1	-37[20 µM]	i	-0.2	-10	8	-0.083	-25	22
COc1cccc(N=Nc2c(=O)[nH]n3c(=O)cc(C)[nH]c23)c1	-0.2	2[20 µM]	20	-0.7	-3	-6	-0.021	-13	4
CCOc1ccc(NC(=O)c2cccnc2Cl)c([N+](=O)[O-])c1	-0.2	-21	4	-0.9	-5	0	-0.096	1	12
C=CCN1C(=O)C(Cc2ccc(OC)cc2)S/C1=N\N=C\c1cccs1 (centres undefined)	0.3	-11[20 µM]	-8	-0.2	0	-17	1.4	-8	-5
NC(N)=NS(=O)(=O)c1ccc(NC(=S)NC(=O)c2ccc(Br)cc2)cc1	0.8	-18	15	-0.4	-1	2	-1.2	2	14
CCCCNC(=S)NNC(=O)c1csc(C(C)C)c1	-0.6	-8[20 µM]	5	-0.9	4	-15	-0.85	0	19
CCOC(=O)C1(CCc2ccccc2)CCN(C2Cc3ccccc3C2)CC1	0.9	-19	19	2.2	-4	-12	-0.73	2	15
O=C(C[n+]1ccccc1)Nc1ccccc1Br	-0.1	-28	-35	-0.7	-8	-21	0.87	-3	15
COc1nc(Cl)cn(-c2ccc(C)cc2)c1=O	0.5	-6	17	0.3	-4	-10	0.45	-8	-4
Cc1cc(Cl)c(S(=O)(=O)N2CCCCCC2)cc1OCC(N)=O	1.6	-21[20 µM]	21	2.4	32	3	-0.0077	6	13
O=C(CCC1CCCN(C(=O)CCC(F)(F)F)C1)NCc1ccc(F)c(F)c1 (centres undefined)	0.1	-15	28	0.3	-5	-111	-1	1	0
C/C(=N\NC(=O)c1ccc(CSc2nncn2C)cc1)c1cccs1	0.2	-16	34	-0.3	-3	-13	0.29	-10	32
Cc1ccc(CNC(=O)CCNS(=O)(=O)c2cccc3nonc23)cc1	-0.1	-17[20 µM]	-14	-0.5	-10	-16	.	-5	43
Cn1nnc2c[n+](CC(=O)c3ccc4ccccc4c3)cc(Br)c21	0.4	-17	-45	-0.4	-1	-6	-1.1	-24	20
Cc1ccc([N+](=O)[O-])c2cccnc12	0.7	-19[20 µM]	-24	-0.1	5	-14	1.2	-3	6
CC(=C/C(=O)O)/C=C/c1ccc([N+](=O)[O-])cc1	0.6	11	-4	0.2	-10	-1	0.86	-35	7
COc1ccc(OC)c(S(=O)(=O)n2cnc3cc(C)c(C)cc32)c1	0.1	-31	-30	-1.7	-2	-8	-0.032	-2	-26
COc1ccc(CC(=O)OCC(=O)N2N=C(c3ccccc3)CC2c2ccc(OC)cc2)cc1 (centres undefined)	1.2	-11	28	4.3	2	-14	-2.1	2	12
Cc1cc(C)n2nc(SCc3nnc(SCc4ccccc4Cl)s3)nc2n1	-0.3	-2[20 µM]	50*	-1.5	19	-8	.	1	-2
COc1ccccc1C(=O)NC(=S)Nc1ccc(S(=O)(=O)N2CCN(C)CC2)cc1	0.6	-28	-12	-1.0	-2	0	.	-5	-2
O=C1ON=C(c2ccccc2)/C1=C/c1ccc(OS(=O)(=O)c2ccccc2)cc1	0.3	-15	-13	-2.3	2	-5	-0.12	3	-4
Further entries follow:
SMILES	TRPML3 agonist	Furin inhibitor	Calpain2 inh	zfTRPN1 agonist	Thrombin inh	EBV gp42 block	KCC2 mod	TbHK1 inh	PPC-1+TRAIL kill
O=C(Cc1cn2ccsc2n1)NCCc1ccc(F)cc1	1.2	-18	-33	0.5	-7	6	0.98	-4	-4
CCN(CC)CCCn1c(=S)[nH]c2cc(C(=O)OC)ccc2c1=O	0.2	-11[20 µM]	1	0.1	-3	-12	1.2	-13	-17
O=C(O)/C=C/C(=O)Nc1ccc(NC(=O)c2ccccc2)c(Cl)c1	0.8	-14	-2	-0.4	2	4	0.39	-1	-6
O=C(CSc1nc2ccccc2c(=O)n1-c1ccc(F)cc1F)c1c[nH]c2ccccc12	0.5	-30	-52	0.0	-2	-6	0.098	-1	10
O=C(Nc1nnc(SCc2ccccc2)s1)c1ccco1	-0.1	-27[20 µM]	6	-0.4	1	-24	-0.094	-6	8
O=C(O)CSc1nnc(-c2ccncc2)n1C1CCCCC1	-0.8	-16	-42	0.0	-9	-6	0.97	2	14
CCc1ccc(-c2cn(C3CCCCC3)c(=S)[nH]2)cc1	0.1	-18	-26	-2.0	2	-6	6*	-2	2
COc1ccc(-c2nnc(SCC(N)=O)n2N)cc1	0.7	-14	-22	0.6	5	-17	1.5	3	19
CC1CCCN(C(=O)c2cc(N3C(=O)C4C5CCC(C5)C4C3=O)ccc2Cl)C1 (centres undefined)	0.6	-28	9	1.5	-3	-18	1.1	2	8
O=C1c2ccccc2CN1CCSC(=S)N1CCOCC1	0.4	-37	-10	0.5	4	3	-0.1	1	29
O=S(=O)(c1ccc(S(=O)(=O)N(Cc2ccc(F)cc2)C2CCCC2)cc1)N1CCCC1	0.4	-5	4	1.0	5	-15	0.016	1	25
Cc1nc(-c2ccc(-c3ccon3)s2)no1	0.5	-12	2	0.4	-5	-13	0.88	-21	14
CC(NC(=O)c1c(Cl)cnn1C)C1CCCO1 (centres undefined)	0.8	-2	-14	0.7	-5	-12	-0.036	-4	-7
O=c1nc(SCc2ccccc2Cl)nc(-c2ccc(Cl)cc2)[nH]1	0.5	-14	50*	2.2	3	-1	67*	7	4
CC1CCN(CC(=O)Nc2ccccc2C(=O)c2ccccc2)CC1	-0.7	-29	-1	-1.9	0	-9	0.62	-4	12
Cc1ccc(O)c(C(=O)c2cc(C#N)c(=O)n(C(C)c3ccccc3)c2)c1 (centres undefined)	-1.8	-16	-16	-2.6	7	-8	-0.6	15	1
Cc1nn2c(-n3ccnc3C)c3c(nc2c1-c1ccccc1)CCC3	0.2	-32[20 µM]	24	-1.2	-2	-1	.	-6	2
Cc1cccc(C(C)C)c1NC(=O)c1ccc(CN(c2ccccc2)S(=O)(=O)c2ccccc2)cc1	0.8	-14	17	-1.0	-9	-23	0.52	-7	-2
CCCN(CCC)CCNS(=O)(=O)c1ccc2c(c1)CCN2C(=O)C1CCC1	0.6	-4[20 µM]	-25	-0.5	-8	-2	0.38	3	15
Nn1c(SCc2ccc(Br)cc2)nnc1-c1ccncc1	0.9	-17	-19	-0.2	2	0	0.04	-2	-3
CCOC(=O)C1=C(CSc2nc3c(cc2C#N)CN(C)CC3)OC(N)=C(C#N)C1c1ccncc1 (centres undefined)	1.5	-20	-96	1.3	3	6	-1.7	-12	-9
O=C(Nc1cccc(-c2nc3ncccc3o2)c1)c1ccco1	2.1	-20[20 µM]	-30	1.4	-8	-6	.	0	20
COCCn1c(-c2cccs2)nc2c(c(=O)c3ccccc3n2C)c1=O	-0.1	-25	-218	0.4	3	7	-0.96	-26	-6
CC(NC(=O)COC(=O)CSCc1ccccc1)c1ccccc1 (centres undefined)	-0.8	-13	45	-0.9	-12	-5	1.3	-6	25
Cc1onc(-c2ccccc2Cl)c1C(=O)Nc1nn[nH]n1	0.4	-7	-1	-0.2	0	-11	0.2	-5	4
The list continues:
SMILES	TRPML3 agonist	Furin inhibitor	Calpain2 inh	zfTRPN1 agonist	Thrombin inh	EBV gp42 block	KCC2 mod	TbHK1 inh	PPC-1+TRAIL kill
Cc1nn2c(N)c(C#N)cnc2c1-c1ccccc1	0.7	-9[20 µM]	23	-0.2	1	-7	0.02	-12	29
OC(CCN1CCOCC1)(c1ccc(Cl)cc1)C1CCCCC1 (centres undefined)	-1.2	-4[20 µM]	9	-1.1	-8	-23	-1.4	-1	6
CC(C)c1nc(Cl)c(C#N)c2c1CCCC2	0.5	-20	-5	0.7	-9	-2	0.15	1	5
COc1cc(C(=O)Nc2ccc(S(=O)(=O)Nc3cc(C)on3)cc2)cc(OC)c1OC	0.8	-17	-1	-0.4	16	-12	-0.015	-4	21
O=C(O)c1ccc2c3c(cccc13)C(=O)N(c1ccccc1)C2=O	1.3	-1	-44	-0.1	2	4	1	-23	-2
Cc1cc(NC(=O)Nc2ccc(Cl)cc2)n(-c2ccccc2)n1	0.8	-19	-20	1.0	-11	-6	-0.55	-5	12
Cc1cc(NC(=O)c2cc(C3CC3)on2)no1	0.7	-29	12	0.1	-2	-12	1	4	13
COC(=O)C1=C(C(=O)OC)[C@@H]2N(C)c3ccccc3[C@@]23C[C@@H](C(=O)OC)N=C3N1	.	-28	-16	.	-2	-10	-0.054	-17	14
CCOc1ccc(-c2ccc(SC)nn2)cc1	0.2	-9	8	0.3	1	3	-0.48	-1	91*[5 µM]
Cc1ccc2c(c1)COc1c3ccc(C(=O)N[C@@H](CO)C(C)C)cc3nn1-2	.	1	-111	.	3	-26	0.0031	-28	32
CCOC(=O)c1cc(C#N)c(Oc2ccc(F)cc2)nc1-c1ccccc1	-0.6	-5[20 µM]	-9	-0.2	1	3	.	4	12
CC1CC(=O)c2c(cc3c(-c4c(O)cc(O)c5c(O)c6c(cc45)OC(C)CC6=O)c(O)cc(O)c3c2O)O1 (centres undefined)	0.4	-12	-14	-1.0	6	4	-6.1*	-40	14
COc1c2ccoc2c(OC[C@@H](O)C(C)(C)OC)c2oc(=O)ccc12	0.1	-9	-85	0.6	2	-16	-0.42	-3	17
CCCn1c(=O)c2[nH]c(C3CCCC3)nc2n(CCC)c1=O	0.6	-10	15	2.5	.	-14	-1.4	0	8
Cn1c(C(=O)N2CCCC(C(=O)NCCCSC3CCCCC3)C2)cc2sccc21 (centres undefined)	0.6	-13	16	-0.6	1	-6	-0.98	-3	14
CC(C)Nc1ccc(C(CC(N)=O)NC(=O)Cc2ccc(Br)cc2)cc1[N+](=O)[O-] (centres undefined)	.	-4	-9	.	-5	4	-2.1	-7	19

Part of the list above in order of molar mass, rising.
SMILES	TRPML3 agonist	Furin inhibitor	Calpain2 inh	zfTRPN1 agonist	Thrombin inh	EBV gp42 block	KCC2 mod	TbHK1 inh	PPC-1+TRAIL kill
Cc1nc(-c2ccc(-c3ccon3)s2)no1	0.5	-12	2	0.4	-5	-13	0.88	-21	14
CC(NC(=O)c1c(Cl)cnn1C)C1CCCO1 (centres undefined)	0.8	-2	-14	0.7	-5	-12	-0.036	-4	-7
Cc1cc(Cl)c(S(=O)(=O)N2CCCCCC2)cc1OCC(N)=O	1.6	-21[20 µM]	21	2.4	32	3	-0.0077	6	13
Nn1c(SCc2ccc(Br)cc2)nnc1-c1ccncc1	0.9	-17	-19	-0.2	2	0	0.04	-2	-3
COc1cc(C(=O)Nc2ccc(S(=O)(=O)Nc3cc(C)on3)cc2)cc(OC)c1OC	0.8	-17	-1	-0.4	16	-12	-0.015	-4	21
